From PubChem
ALOX12 inh: blocks human arachidonate 12S-lipoxygenase; 1.1% of 580,000 active; Potency, µM (titrated, usually from 108 µM), for the others: top-dose activity change, negative = inhibition, hits mostly inhibitors; purified 12hLO, xylenol orange hydroperoxide absorbance; active = well fitted inhibition curve with a large enough effect; inconclusive = small, poorly fitted or top-dose-only effect, or another doubt; inactive = no such curve, though single readings can be large or run the other way
Target sequence (P18054 whole entry, looked up): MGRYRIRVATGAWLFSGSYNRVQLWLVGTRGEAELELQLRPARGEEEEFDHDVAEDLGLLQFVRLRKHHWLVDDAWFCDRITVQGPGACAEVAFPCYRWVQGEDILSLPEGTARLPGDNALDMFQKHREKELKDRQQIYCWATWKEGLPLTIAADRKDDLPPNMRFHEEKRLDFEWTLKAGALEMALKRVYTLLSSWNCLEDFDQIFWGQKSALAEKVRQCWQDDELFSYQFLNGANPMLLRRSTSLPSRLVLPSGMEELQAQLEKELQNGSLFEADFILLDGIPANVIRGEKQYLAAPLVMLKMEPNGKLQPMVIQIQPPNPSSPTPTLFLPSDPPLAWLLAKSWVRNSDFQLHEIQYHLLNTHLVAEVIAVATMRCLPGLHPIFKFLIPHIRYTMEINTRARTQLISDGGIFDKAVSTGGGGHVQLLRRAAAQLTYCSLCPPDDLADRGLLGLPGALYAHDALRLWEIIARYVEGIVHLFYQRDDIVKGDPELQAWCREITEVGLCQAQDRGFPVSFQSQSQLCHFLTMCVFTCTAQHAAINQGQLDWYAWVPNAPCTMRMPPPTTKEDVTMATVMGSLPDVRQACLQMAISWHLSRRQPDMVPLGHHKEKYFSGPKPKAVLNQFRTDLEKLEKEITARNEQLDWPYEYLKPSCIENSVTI
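Hydroperoxide product was detected by ferrous iron/xylenol orange as the 573 to 405 nm absorbance ratio. Arachidonic acid at 40 uM (final) was turned over for 30 min at room temperature by 150 nM human 12hLO, pH 7.0 Hepes buffer, after 15 min compound preincubation.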
* = called active by the depositor; ? = inconclusive; [ ] = remark or other dose. % is scaled to controls: 0 for no effect and ±100 for the full control effect; potency is read from the fitted curve at half-maximal effect. A portion of the library; the hit share may differ from the screen's.

ALOX12 inh | SMILES
-6% | CC1=C2NC(N)=[N+](CC3CC3)C(Cc3ccccc3)[C@@H]2n2c(=O)n(-c3ccccc3)c(=O)n2C1 (stereo partly specified)
8% | Cc1cccc(C(=O)N2CCC(CC(=O)NCc3ccccc3)C2)c1 (stereo unspecified)
? | CCc1nc2c(c(-c3ccc(Cl)cc3)n1)CN(C(=O)Cc1cccc(Cl)c1)CC2
52%[activator] | Cc1noc(-c2cccn3c(CNC(=O)c4cccc(N(C)C)c4)nnc23)n1
26%[176 µM] | CN1CC[C@H]2COC(=O)N2c2ccccc2C1
? | COc1ccc(-c2noc(C(=O)O)c2[C@@H](C)NC(=O)C2CCCCC2)cc1
3% | CCN(C(=O)CN1C(=O)NC(c2ccc(C)cc2)C2=C1COC2=O)c1cccc(C)c1 (stereo unspecified)
58%[activator] | Cc1cc(C)n(Cc2cc(C(=O)N3CCSCC3)n[nH]2)n1
32% | O=C(COc1ccc(NC(=O)C2CC2)cn1)NCc1ccc(F)cc1F
98%[activator] | CN1CCN(c2ncnc3sc4c(c23)CCN(Cc2ccco2)C4)CC1
? | COc1ccc(CN2CCc3oc(C)c(C(=O)NC(C)Cn4ccc(C)n4)c3C2)cc1 (stereo unspecified)
28µM* | COc1cc(F)cc(-c2ccc(COc3ccc4c(cnn4CCC(=O)O)c3)cc2)c1
45µM* | Cn1cc(CN[C@H]2[C@H](O)[C@H](O)C[C@@H]2c2cccnc2)c2ccccc21
49%[activator] | O=C(c1ccccc1OCC1CCCNC1)N1CCCC1 (stereo unspecified)
0%[6.33 µM] | Cc1ccccc1N(C)C1CN(C(=O)c2ccccc2F)C1
14% | O=C(c1ccsc1)N1CCC(Cc2nc(C3CCOCC3)no2)CC1
20% | COc1ccc(C(=O)Nc2ccc([C@H]3OCC(=O)N(Cc4ccncc4)[C@@H]3CO)cc2)cc1OC
16% | CCOC(=O)C1=C(C)N=C2SC=C(CC(=O)NCC3CCCO3)N2C1c1ccc(Cl)cc1 (stereo unspecified)
-19%[6.33 µM] | C[S+](=O)([O-])N1CC2(CCCN2Cc2ccccn2)Cc2ccccc21 (stereo unspecified)
-21% | COC(=O)Cc1nnn2c1[C@@H](C)[C@@H](c1ccccc1Br)OC[C@@H]2c1ccccc1
36% | O=C(NCc1ccc(F)cc1)N1CC(c2noc(C3CCCN3CC3CC3)n2)C1 (stereo unspecified)
-1% | CSc1ccc(NC(=O)N2CCc3nc4cc(-c5ccccc5)[nH]n4c(=O)c3C2)cc1
74%[activator] | CC(NC(=O)c1csc2nc(-c3cccc(C(F)(F)F)c3)cn12)c1ccncn1 (stereo unspecified)
? | O=C(Nc1cccc(C(F)(F)F)c1)N[C@H]1[C@H](O)[C@@H](N2CCOCC2)[C@@H]2OC[C@H]1O2
19% | Cc1cccc(N2CCN(C(=O)c3ccc4c(c3)N(C)C3CCCCCN3C4=O)CC2)c1 (stereo unspecified)
14% | COCC1CN(C(=O)CCCc2ccccc2)CC12CCNCC2 (stereo unspecified)
? | COC(=O)[C@H](C(C)C)N(Cc1cn(Cc2ccc(C)cc2)nn1)S(=O)(=O)c1ccccc1Br
8% | CO[C@H]1C(=O)N(C(C)C)[C@H]1C1CCN(C(=O)c2ccco2)CC1
72%[activator] | COCCn1cnnc1CNc1cc(-c2ccncc2)nc2ccnn12
9%[176 µM] | CN1C(=O)[C@@H]2C[C@@H](O)CN2C2(CN(Cc3ccc(F)cc3)C2)C1=O
53%[activator] | COCC1CN(C)CC12CCN(S(=O)(=O)c1cnc[nH]1)CC2 (stereo unspecified)
32%[activator] | CN(C)C[C@@H]1CN(S(C)(=O)=O)C[C@H]1NC(=O)c1ccc2nc[nH]c2c1
53%[activator] | O=C(CCC1CCN(C(=O)c2ccccn2)CC1)N1CCC(Cc2ccccc2)CC1
55%[activator] | COc1cccc(CCC(=O)N2CCC(Cc3nc(-c4ccccc4)no3)CC2)c1
-1%[176 µM] | O=C(NCCOc1ccccc1)c1nc2c(o1)CCN(Cc1cc(F)ccc1F)CC2
7% | CC[C@@]1(O)CCN(C(=O)c2ccccc2OCc2ccccc2)C[C@H]1O
7% | CCc1cc(=O)n(CC(=O)Nc2ccc(C)c(F)c2)c(N2CCOCC2)n1
? | COc1cccc(N2C(=O)NC(=NC3CCCCC3)C23CCN(Cc2ccc(F)cc2)CC3)c1
17% | CCn1cnnc1CC1CCN(C(=O)C2CCN(Cc3nc(-c4cccc(C)c4)oc3C)CC2)CC1
10% | CN(NC(=O)C(=O)NCc1ccco1)C(=O)NC1CCCCC1
20% | CCCC(=O)NCCc1noc(-c2ccccc2)n1
15% | CC(c1ccc(-c2cc(N3CCN(C)CC3)nc(N)n2)cc1)N1CCOCC1 (stereo unspecified)
34%[activator] | Cn1ccnc1CNCC1(COc2cnccn2)C[C@@H](O)[C@@H](O)C1 (stereo partly specified)
36% | CNC(=O)c1ccc2c(c1)n(Cc1ccc(OC)cc1)c(=O)c1ccnn12
-22% | COCCCNC(=O)C[C@H]1C[C@@]2(C(=O)OC)C(=C[C@H](C(C)(C)C)O[C@@H]2C)N(CCc2ccc(OC)c(OC)c2)C1=O
? | COc1cccc(-c2cc3c(Nc4ccc(OC)cc4C)nccc3n2C)c1
-3% | COc1cccc(CNC(=O)N2c3ccccc3CC2c2nc(C(C)C)no2)c1 (stereo unspecified)
12% | FC(F)(F)c1cccc(C2=NOC3(CCN(Cc4cccc5ccccc45)CC3)C2)c1
? | Cc1cc(C)n(CCCNC(=O)c2cccc(C3CCNC3)c2)n1 (stereo unspecified)
14% | O=c1cc2c(nn1Cc1ccc(OC(F)(F)F)cc1)CCCCC2
17% | Cc1nc(N2CCC(NC(=O)c3ccc(C#N)cc3)CC2)cc(C(F)(F)F)n1
19% | CC(C)c1cc(NCC2CCCCCN2)nc(N)n1 (stereo unspecified)
-2% | O=C1NCCCCCCN(C(=O)Nc2ccc3c(c2)OCCO3)[C@H]2CCC[C@@H]12
75%[activator] | COc1cccc(CN2C[C@@H](CO)[C@H](NC(=O)C3CCC3)C2)n1
22% | O=C(C1CC1)N1CCCC(c2nn(-c3ccc(Cl)cc3)c(=O)[nH]2)C1 (stereo unspecified)
28% | CC(=O)Nc1ccc(CN2CCC3(C2)NC(=O)c2ccccc2O3)cc1 (stereo unspecified)
24% | Cc1ccc(CNC(=O)NCC2Cn3cccc3CN2C)cc1 (stereo unspecified)
-17%[176 µM] | CN(C)c1cccc(-c2nccc3c(=O)cc(N(C)C4CCOCC4)oc23)c1
21%[176 µM] | O=C(c1ccccn1)N1CCC12Cc1ccccc1NC2=O (stereo unspecified)
-8% | Cc1ccc(NC(=O)C2CCN(c3cn[nH]c(=O)c3)C2)cc1 (stereo unspecified)

(cont.)
ALOX12 inh | SMILES
31%[activator] | CS(=O)(=O)N1CCC(Cc2ccc(C(=O)NCCN3CCOCC3)cc2)CC1
53%[activator] | Cc1ccc(C(=O)N2CCCN(c3cc(-c4ccccc4)[nH]n3)CC2)cc1
11% | CN(C)C(=O)c1cccnc1OC1CCN(CCc2ccccc2)CC1
-9% | COC(=O)[C@]12C[C@H](CC(=O)N3CCN(C(=O)c4ccco4)CC3)C(=O)N(Cc3ccccc3)C1=C[C@H](C(C)(C)C)O[C@@H]2C
50%[activator] | COc1ccc2ccc(OCc3nc(C(=O)N(C)CC(C)O)co3)cc2c1 (stereo unspecified)
? | CN(Cc1ccc(OC(F)(F)F)cc1)C(=O)C1(c2ccc(Cl)cc2)CCOCC1
4%[176 µM] | O=C(Nc1ccc([C@@H](O)[C@H]2COCC(=O)N2CC2CC2)cc1)C1CCCC1
16%[176 µM] | CN1C(=O)[C@@H]2C[C@@H](O)CN2C2(CN(C3CCCCC3)C2)C1=O
1% | O=C(CCCn1cnnn1)NC1CCCc2c1cnn2-c1ccccn1 (stereo unspecified)
79%[activator] | O=C(Cc1ccsc1)Nc1ccc2c(N3CCCC3)ncnc2c1
-2%[176 µM] | C=CCNC(=O)N1CC[C@H]2CC(=O)N(Cc3cccnc3)CC[C@H]2C1
3%[176 µM] | CC(=O)N1CCN(C[C@@H]2C=C(C)[C@H](Cc3nnc(-c4ccncc4)o3)C[C@H]2C(C)C)CC1
? | O=C(NCCc1ccncc1)C1CN(C(=O)Cc2ccc(F)cc2)CC12CCOCC2 (stereo unspecified)
34%[176 µM] | COCCNC(=O)[C@@H]1Cc2cn(Cc3cccnc3)c3cccc(c23)[C@H](CC(C)C)N1
25%[176 µM] | CN1C[C@H](NC2CCC2)CCC[C@@H](C(=O)N(C)Cc2cccnc2)CC1=O
4%[57.4 µM] | CCCCOCCOc1nc(-c2ccc(C(=O)O)c(F)c2)sc1C
54%[176 µM] | O=C(Nc1ccc([C@@H](O)[C@H]2COCC(=O)N2Cc2ccccn2)cc1)c1ccccc1
-2%[176 µM] | O=C(C[C@@H]1C[C@H]2O[C@H](CNC3CCCCC3)[C@@H](O)[C@H]2O1)N1CCOCC1
? | CCN(CC)C(=O)CC[C@H]1CNC(=O)[C@H]2NCC[C@H]2N1C
27% | COc1ccc(CC(=O)N2CCn3c(nn(-c4ccc(C)cc4)c3=O)C2)cc1
? | CCOc1cc2c(c(F)c1OCC)C(=N)N(CC(=O)c1cc(N3CCOCC3)c(OC)c(C(C)(C)C)c1)C2
1%[6.33 µM] | COc1ccc(CC(=O)N2Cc3ccccc3CC23CCCN(C(=O)CN)C3)cc1 (stereo unspecified)
37% | CCNC(=O)N1CCCOCCNC(=O)[C@@H]2CCC[C@@H]21
14% | O=C1[C@@H]2CSCCS(=O)(=O)N2C(=O)N1C1CCCCC1
27% | COc1ccc2c(c1)c(CN1C[C@@H](C(N)=O)[C@H](c3nc(C)no3)C1)cn2C(C)C
20% | O=C(NCc1cccc(F)c1)N1CCCC(Cn2cnc3cccnc32)C1 (stereo unspecified)
116%[activator] | O=C1NCCCc2[nH]c(-c3nc(-c4ccncc4)n[nH]3)nc21
? | CCc1c(C(=O)N2CCC(CO)(Cc3ccccc3)CC2)[nH]c2ccccc12
? | C=CCNC(=O)c1cn2c(n1)CN(C(=O)c1ccccc1)CC2
16% | CCOC(=O)C1CCN(C(=O)c2cc(-c3ccncc3)cn2Cc2ccc(C)cc2)CC1
0%[6.33 µM] | Cc1ccccc1N(C)C1CN(C(=O)c2ccc(C(F)(F)F)cc2)C1
14%[176 µM] | Cc1cc(F)ccc1NC(=O)c1cnc2c(c1)N(C(=O)CCc1ccccc1)CCC2
? | Cn1c(Cc2ccccc2)nc2cnc(Nc3cccc(C(F)(F)F)c3)cc21
7%[176 µM] | Cc1cc2cc(-c3c(C)noc3C)nc(NCc3ccccc3)c2o1
32% | O=C(NCc1ccc(F)cc1)N1CCCCCC1c1nc(-c2cccnc2)no1 (stereo unspecified)
29%[176 µM] | COCC(=O)Nc1ccc(-c2noc([C@@H]3CCCN3Cc3cccc(C#N)c3)n2)cn1
20% | CNC(=O)c1cccc(S(=O)(=O)N2CCC3(CCCNC3)C2)c1 (stereo unspecified)
-14% | CCCCc1c(-c2ccccc2OC)ncn1Cc1ccccc1F
1% | O=C(NCc1ccc(Cl)cc1)C1CCCN(C2CCN(C(=O)C3CC3)CC2)C1 (stereo unspecified)
-24% | O=C(c1cc(F)ccc1F)N1CCCC2(C1)NC(=O)N(Cc1ccc(Cl)cc1)C2=O (stereo unspecified)
7%[12.5 µM] | O=C(c1cccnc1)N1CCC(c2nnc3n2C(C(=O)N2CCOCC2)CC3)CC1 (stereo unspecified)
-26% | O=C(c1ccc2c(c1)OCO2)N1CCC(n2c(=O)[nH]c3ccccc32)CC1
10% | CC(C)(O)CCc1cccc(C(=O)N2CCC(Nc3ncccn3)CC2)c1
19% | COc1ccc(OC2CCN(C(C)=O)CC2)c(C(=O)N(C)Cc2ccccc2)c1
14% | O=C(c1ccnc(CC2CC(=O)N(c3ccccc3)C2)c1)N1CCCCC1 (stereo unspecified)
0%[22.9 µM] | Cc1ccccc1C(=O)N1CC/C(=N\OS(=O)(=O)O)c2ccc(Cl)cc21
-6% | Nc1ncnc2c1ncn2[C@@H]1O[C@H](C(=O)N[C@@H](CCc2ccccc2)C(=O)NCC(=O)N2CCOCC2)[C@@H](O)[C@H]1O
27% | CN1C(=O)C2(CCN(C(=O)CC3CCCC3)CC2)c2ccccc21
13% | COc1ccc(C(=O)N2CC3CC(C2)[C@H]2CCCC(=O)N2C3)c(OC)n1 (stereo partly specified)
7% | CN(C)C(=O)c1cccnc1OC1CCN(C(=O)Nc2ccc(Cl)cc2F)C1 (stereo unspecified)
-4% | O=C(c1ccccn1)N1CCC[C@H]1c1nc(-c2ccccc2)no1
